# Screens from PubChem BioAssay.
# Eya2 inh = qHTS Assay for Inhibitors of the Phosphatase Activity of Eya2; Protein phosphatase EYA2 (Homo sapiens), O00167; recombinant Eya2, OMFP fluorescence dephosphorylation (OMFP is methylfluorescein phosphate); Potency, µM (titrated, usually from 76.9 µM), for the others: at the highest dose activity, negative = inhibition, actives largely listed as inhibitors; hit rate 0.006% among 330,000; also: potency is read from the fitted curve at half-maximal effect; % is scaled to controls: 0 for no effect and ±100 for the full control effect
#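 Eya2 (0.2 uM) preincubated 10 min at ambient with compound, then OMFP substrate added at 50 uM; 10 min reaction in 50 mM HEPES pH 7.5, 50 mM NaCl, 5 uM MgCl2, 0.05% BSA, 1 mM DTT. Fluorescence read at Ex 485/Em 525 nm.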
# TCR act = Activators of T cell receptors: qHTS campaign | primary human leukocytes, anti-CD3, IL-2 HTRF, 48 h | Potency, µM (titrated, usually from 9.22 µM), for the others: at the top dose activation of IL-2 secretion, most hits filed as activators | 330,000 tested, under 10 active | AID 504894, 2011; also: % of control where 0% means no effect
#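 Primary human leukocytes incubated 48 hr with anti-CD3 beads plus compound, without co-stimulation. Secreted IL-2 measured by HTRF (europium cryptate/d2 anti-IL-2 pair, 320 nm excitation, 665 nm emission).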
# USP2a block = qHTS Assay for Inhibitors of Ubiquitin-specific Protease USP2a Using CHOP2 as the Reporter. Ubiquitin carboxyl-terminal hydrolase 2 (Homo sapiens), O75604. USP2 core, Ub-CHOP2 coupled fluorogenic reporter, 485/531. Potency, µM (top dose mostly 38.3 µM), for the others: at the top dose activity change, negative = inhibition, most hits filed as inhibitors. hit rate 0.01% among 330,000;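 also: potency is read from the fitted curve at half-maximal effect; plate controls were DMSO wells for no effect and full inhibition by NEM control for full effect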
#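 Deubiquitinase activity read as fluorescence (485/531 nm) after Ub-CHOP2 cleavage activates the enterokinase reporter on its substrate; USP2 core 10nM, Ub-CHOP2 and substrate 25nM each, 30min compound preincubation then 60min RT; data normalized to NEM, curves fitted.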
# TSHR antag = Antagonists of the Thyroid Stimulating Hormone Receptor: HTS campaign; hit rate 0.2% among 330,000; TSHR-expressing cells, TSH-stimulated cAMP HTRF, 2 h; active compounds read low; activity change, negative = inhibition, % at 11.5 µM;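 active = activity change below a set negative limit, meaning inhibition stronger than a set level, cut at about -70% in these data; inconclusive = activity change between two set negative limits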; also: % is scaled to controls: 0 for no effect and ±100 for the full control effect
#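 Antagonism was scored as loss of TSH-driven cAMP in TSHR cells, stimulated with 4nM TSH (EC80) for 2 hours at 37 deg C and detected by homogeneous HTRF competition immunoassay.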
# hERG WT inh = qHTS for Inhibitors of KCHN2 3.1: Wildtype qHTS; activity change, % at 1.84 µM; U2OS, BacMam KCNH2, thallium flux FluxOr; active compounds read low; Voltage-gated inwardly rectifying potassium channel KCNH2 (Homo sapiens), Q12809; hit rate 0.37% among 340,000;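 active = maximum activity change below -70%; inconclusive = maximum activity change between -70% and -50%; inactive = maximum activity change above -50%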; also: % is scaled to controls: 0 for no effect and ±100 for the full control effect
#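 U2OS cells were transduced with wild-type KCNH2 virus (2.03 x 10^8 / mL) for 4 h at room temperature, then cultured overnight at 37 C. Thallium flux was read with FluxOr dye. Rate constants were normalized to DMSO controls.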
# AT treatment = qHTS Assay for Identifying a Potential Treatment of Ataxia-Telangiectasia; […] A-T fibroblasts, KAP-1 phosphorylation AlphaLISA; neocarzinostatin DNA damage 30 min before lysis; Potency, µM (titrated, usually from 57.5 µM), for the others: at the top dose activation, most hits filed as activators; hit rate 0.19% among 320,000; also: potency is read from the fitted curve at half-maximal effect; % of control where 0% means no effect; nearly all actives have a fitted effect of over 45% in size
#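 ATM-like activity read as KAP-1 phosphorylation via AlphaLISA donor/acceptor antibody pairs after lysis and 6 hr at 25C. Cells were ATM-null patient fibroblasts ([…], hTERT), dosed 60 min, then exposed to the DSB inducer NCS for 30 min.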
# KCNH2 3.1 inh = qHTS for Inhibitors of KCHN2 3.1: Mutant qHTS; AID 720553, 2013; Potassium voltage-gated channel subfamily H member 2, brain isoform KCNH2 3.1 (human); hit rate 0.95% among 340,000; U2OS KCNH2 3.1, thallium flux FluxOr; active compounds read low; activity change, % (tested at about 1.8 µM);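 active = maximum activity change below -70%; inconclusive = maximum activity change from -70% to -50%; inactive = maximum activity change above -50%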;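 also: thallium influx rate constant from kinetic fluorescence after stimulation buffer; % is scaled to controls: 0 for no effect and ±100 for the full control effect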
#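 Thallium flux via FluxOr fluorescence (Red40 quencher, 45 min loading) in U2OS cells virally expressing the KCNH2 3.1 isoform (1.77 x 10^8 /mL virus, overnight at 37 C). Rate constants from 2-min kinetic reads post-stimulation, normalised to positive and negative controls.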
# TRPV1 agonist = HTS Assay for Compounds that Act as Agonists of the Vanilloid Receptor 1 | Transient receptor potential cation channel subfamily V member 1 (Homo sapiens), Q8NER1 | AID 540275, 2011 | hit rate 0.19% among 320,000 | TRPV1-expressing cells, Fluo-8 calcium influx, agonist mode | activation, % at 8.33 µM; in the data active = activation above about 80%; inconclusive = between about 30% and that limit; also: 0% is about no effect
# Target sequence (Q8NER1 whole entry, looked up): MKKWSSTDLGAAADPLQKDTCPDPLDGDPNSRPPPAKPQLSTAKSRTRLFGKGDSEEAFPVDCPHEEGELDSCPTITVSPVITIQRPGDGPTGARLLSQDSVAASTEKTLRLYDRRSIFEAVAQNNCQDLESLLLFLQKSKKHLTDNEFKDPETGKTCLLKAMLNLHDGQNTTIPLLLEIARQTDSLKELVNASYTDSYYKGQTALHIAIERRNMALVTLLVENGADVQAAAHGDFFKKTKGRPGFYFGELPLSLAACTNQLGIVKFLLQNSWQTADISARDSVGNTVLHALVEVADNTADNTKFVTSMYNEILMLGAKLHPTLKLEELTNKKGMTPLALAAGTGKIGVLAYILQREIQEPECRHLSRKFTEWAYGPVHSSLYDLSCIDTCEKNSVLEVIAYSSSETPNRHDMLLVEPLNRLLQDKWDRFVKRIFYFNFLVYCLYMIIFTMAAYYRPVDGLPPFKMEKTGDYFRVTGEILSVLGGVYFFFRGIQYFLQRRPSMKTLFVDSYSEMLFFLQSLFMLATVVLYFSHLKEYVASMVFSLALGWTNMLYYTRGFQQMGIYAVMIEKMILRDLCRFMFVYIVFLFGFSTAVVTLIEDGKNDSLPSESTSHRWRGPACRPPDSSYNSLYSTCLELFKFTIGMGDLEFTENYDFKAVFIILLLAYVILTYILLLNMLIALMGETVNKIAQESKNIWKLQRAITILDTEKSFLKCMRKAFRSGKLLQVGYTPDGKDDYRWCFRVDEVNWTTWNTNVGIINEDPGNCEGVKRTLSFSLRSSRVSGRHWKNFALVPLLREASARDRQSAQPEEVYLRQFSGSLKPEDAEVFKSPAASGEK
#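 Fluo-8 calcium influx in TRPV1-expressing cells, kinetic read (ex 480/em 520 nm). Compound added and read 3 min for agonist activity, followed by capsaicin at EC20 final and 2 min further read for enhancement.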
# ELG1 DNA repair = qHTS screen for small molecules that inhibit ELG1-dependent DNA repair in human embryonic kidney (HEK293T) cells expressing luciferase-tagged ELG1; HEK293T ELG1-luciferase reporter, luminescence, 16 h; DNA damage induced by 5-fluorouridine; Potency, µM (doses to about 46.1 µM), without a hit: at the highest dose activity change, negative = inhibition, most hits filed as inhibitors; hit rate 2.3% among 330,000; AID 504467, 2011; also: potency is read from the fitted curve at half-maximal effect; % is scaled to controls: 0 for no effect and ±100 for the full control effect; nearly all actives have a fitted effect of over 55% in size
#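 HEK293T cells expressing luciferase-tagged ELG1 (2,000/well) received 5-Fluorouridine plus compound or DMSO for 16 hr at 37 °C. Luciferase was read by ONE-Glo luminescence after 30 min at room temperature.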
# Mito fusion yeast = qHTS Assay for Small Molecule Inhibitors of Mitochondrial Division or Activators of Mitochondrial Fusion; S. cerevisiae fusion-defective mutant growth rescue, CellTiterGlo 48 h; Potency, µM (top dose mostly 46.1 µM), inactives show top-dose growth rescue (activation), actives largely listed as activators; hit rate 0.23% among 320,000;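 also: potency is read from the fitted curve at half-maximal effect; % of control where 0% means no effect; nearly all actives have a fitted effect of over 45% in size; temperature-sensitive fusion mutants such as fzo1-1 at 37 °C on non-fermentable ethanol glycerol medium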
#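 Read-out: ATP-based luminescence (CellTiterGlo, 10 min ambient) reporting growth of fusion-defective ts yeast after 48 hours at 37C on glycerol/ethanol YPEG medium in the presence of compound.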
# * marks the source's active call; other numbers are inactive results; ? = inconclusive; nt = not tested or not shown; [ ] = another dose, or the depositor's remark. Unless noted, calls follow the shape of the dose curve; as a rule, active = well fitted curve in the direction sought with a large enough effect; inconclusive = small, poorly fitted or top-dose-only effect, or another doubt; inactive = no such curve, though single readings can be large; an effect the other way counts as inactive or inconclusive.
SMILES,Eya2 inh,TCR act,USP2a block,TSHR antag,hERG WT inh,AT treatment,KCNH2 3.1 inh,TRPV1 agonist,ELG1 DNA repair,Mito fusion yeast
COc1ccc(NC(=O)C(=O)NCCC2CCCCN2S(=O)(=O)c2cccs2)cc1 (stereo not drawn),2%,-1%,-1%,-5,-20,5%,-19,-3,-19%,3%
O=C(CCC(=O)N1CCOc2ccccc21)NCCCN1CCCCC1,8%,3%,1%,16,2,-12%,-1,0,14%,1%
COC(=O)c1ccccc1NC(=O)Cc1ccccc1OC,-1%,-12%[46.1 µM],3%,-2,0,5%,1,6,12%,6%
Cc1ccccc1NC(=O)Cn1cnc2c(oc3nc4c(cc32)CCCC4)c1=O,6%,4%,-6%,-14,5,-3%,6,8,16%,8%
CCCOc1ccc(-c2c(C(=O)N/N=C/c3ccc(OCC)cc3)nnn2-c2nonc2N)cc1,-7%,-3%[46.1 µM],-3%,-2,1,-4%,9,0,?,-9%
COC(CNc1ncnc2c1cnn2C)OC,-18%,nt,11%,4,1,1%,4,-3,7%,7%
Cc1ccc(/C=N/NC(=O)C[n+]2ccccc2)o1,16%,-3%,-5%,-6,-11,3%,-9,-4,-2%,-1%
CCOc1ccc(N/C=C/C(=O)c2ccccc2)cc1,18%,-3%,1%,12,-2,11%,11,8,?,-4%
C=CCOc1ccc(CNc2nccs2)cc1OC,7%,-6%[46.1 µM],3%,0,-7,-1%,-13,4,?,-7%
NS(=O)(=O)c1ccc(NC(=O)c2c(Cl)cccc2Cl)cc1,-17%,0%,1%,-4,0,2%[11.5 µM],15,-3,14%,18%
O=C1C[C@@H]2CCN3C(=O)CCC[C@@H]([C@H]23)[C@H]1Cc1ccccc1,5%,2%[46.1 µM],3%,-10,-10,-11%,1,nt,15%,nt
CC(=O)CSc1nc(-c2ccccc2)c(-c2ccccc2)o1,7%,5%,1%,3,-5,7%,-11,29,-15%,-7%
CC(=O)c1cccc(NC(=O)C2=CC(c3ccco3)=NS(=O)(=O)N2C)c1,2%,-1%,2%,-3,5,5%,-26,2,17%,-7%
Cc1ccc(-c2nc(CSCC(=O)NC3CCN(Cc4ccccc4)CC3)c(C)o2)cc1,-10%,-6%,-1%,21,20,-2%,-19,9,1%,9%
CC(C)(C)OC(=O)N1CCC[C@H]1c1nnc(SCc2ccc(Cl)cc2)o1,-4%,-3%,0%,-6,-49,8%,8,?,-30%,0%
Cc1ncc(C23CC4CC(CC(C4)C2)C3)[nH]1,-3%,2%,-1%,0,8,-4%,7,1,-1%,-3%
O=C1C=C(O)CC(c2cccs2)C1 (stereo not drawn),3%,-3%,-1%,-1,-9,3%,1,-2,8%,-4%
COc1ccc(-c2cc(N)n(CCC#N)n2)c(OC)c1,15%,2%,0%,-14,0,nt,4,-2,15%,-4%
COC(=O)N[C@H](CC(C)=O)c1ccccc1,5%,nt,-3%,17,nt,-6%,nt,-1,21%,6%
COc1ccc(CNC(=O)c2ccc(C)o2)cc1,-14%,-7%[46.1 µM],1%,7,-6,4%,-45,5,?,2%
Cc1ccccc1N=C1NC(=O)/C(=C/c2cccnc2)S1,-5%,-1%,1%,-5,9,8%,1,2,21µM*,-5%
O=C(CSc1nc(C2CC2)nc2c1cnn2-c1ccccc1)Nc1c[nH]c(=O)[nH]c1=O,-2%,9%,-1%,-3,14,-1%,17,3,-4%,?
COc1ccc(C)cc1NC(=O)CCNC(=O)Cn1cnc2ccccc2c1=O,11%,13%,2%,11,-9,-7%,14,-2,-10%,-3%
O=C(CNC(=O)C1CCCCC1)Nc1ccc(Cl)cc1,3%,1%,0%,-6,-5,1%,-7,2,?,2%
CCC1(CC)NC(=O)N(CC(=O)OCC(=O)c2ccccc2OC)C1=O,4%,-1%,0%,9,-2,-13%,11,-4,?,-9%
Cc1nonc1OCCNCCNc1ccc([N+](=O)[O-])cc1Cl,-19%,3%,0%,12,27,8%,-1,0,-1%,2%
NC(=O)c1ccc([N+](=O)[O-])cc1SCc1ccccc1,2%,8%,1%,-7,-2,-1%,-5,0,-5%,5%
CC(=O)c1ccc(OCC(O)CN2CCOCC2)cc1 (stereo not drawn),8%,5%,0%,4,5,-3%,-17,nt,11%,-2%
COc1ccc(-c2cn3nc(SCC(=O)NCC4CCCO4)ccc3n2)cc1 (stereo not drawn),-8%,-11%,1%,6,-11,9%,4,-5,?,-3%
CC(=O)N1CCN(c2ccc(NCc3ccc4c(c3)OCO4)cc2)CC1,2%,-6%,-1%,2,-9,4%,12,-3,?,3%
COCCn1c(-c2ccc(F)cc2)nc2cccnc21,3%,2%,4%,0,-5,-2%,-12,0,-22%,-11%
O=C(CC1SCCNC1=O)Nc1ccccc1Cl (stereo not drawn),-1%,6%,1%,-3,-17,0%,25,0,?,-8%
O=C(Nc1cccc(S(=O)(=O)N2CCCCC2)c1)c1ccc2c(=O)n3c(nc2c1)CCCCC3,0%,0%[46.1 µM],-12%,-77*,6,-3%,?,10,4.1µM*,0%
CCOC(=O)C1CCCN(C(=O)c2sc3nc(-c4ccccc4)cn3c2C)C1 (stereo not drawn),1%,-2%,0%,-13,-13,7%,1,8,?,0%
C=CCn1c(SCc2nc3ccccc3c(=O)[nH]2)nc2sc3c(c2c1=O)CCCC3,14%,4%,4%,9,-1,0%,-3,-1,14%,1%
COc1cccc(CN(C(=O)c2cc3ccccc3oc2=O)C2CC2)c1,-14%,4%,3%,0,6,-5%,-1,-1,?,7%
COc1ccc(C(=O)N(C)C2CCCN(Cc3ccccc3F)C2)cc1OC (stereo not drawn),7%,0%,2%,11,-6,4%,-38,-3,-12%,0%
CCCC1=C(C(=O)OCC)C(/C=C/c2ccccc2)n2ncnc2N1 (stereo not drawn),-6%,3%,-1%,6,3,-4%,-30,15,?,-1%
O=c1[nH]c(=O)n(C(c2ccccc2)c2ccccc2)cc1Br,11%,6%,1%,5,-2,4%,-15,-1,4%,5%
O=C(O)CCSCCC(=O)O,-24%,6%,4%,16,1,-9%,14,1,4%,-9%
Cc1occc1C(=O)N1CCCC(Nc2ccc(F)c(F)c2)C1 (stereo not drawn),8%,-1%,-8%,-5,6,4%,-5,?,0%,3%
O=C(CCNC(=O)c1ccccc1Cl)NCC(c1ccco1)N1CCCC1 (stereo not drawn),4%,-2%,-2%,0,0,2%,-27,1,11%,0%
CN(C)S(=O)(=O)c1cccc(C(=O)NC2CCCc3ccccc32)c1 (stereo not drawn),7%,3%,0%,-4,1,nt,-17,-3,-1%,-1%
COc1ccc(OC)c(/C=N/NC(=O)Cn2ccnc2C)c1,4%,-3%,0%,1,6,-1%,-15,0,11%,-1%
Cc1noc(C(=O)N2CCN(Cc3ccc4c(c3)OCO4)CC2)c1Cl,12%,-3%,0%,59,-4,10%,4,25,?,-4%
CCOCCn1ccc2c(OCC(=O)NCc3ccccc3)cccc2c1=O,-11%,-6%,0%,-2,-4,14%,7,1,1%,-6%
CCCOC(c1ccccc1)(c1ccccc1)C(Oc1nc(C)cc(C)n1)C(=O)O (stereo not drawn),9%,4%,3%,4,-18,1%,-12,-3,-8%,3%
COc1ccccc1OCCNc1cc(N2CCOCC2)ccc1[N+](=O)[O-],-11%,nt,0%,1,-5,-1%,21,5,2%,4%
NC(=O)CSc1nnc(-c2ccccc2F)n1C1CC1,17%,-7%,1%,4,1,6%,16,3,0%,-5%

# Structural class: the entries above with a COOH group
SMILES,Eya2 inh,TCR act,USP2a block,TSHR antag,hERG WT inh,AT treatment,KCNH2 3.1 inh,TRPV1 agonist,ELG1 DNA repair,Mito fusion yeast
O=C(O)CCSCCC(=O)O,-24%,6%,4%,16,1,-9%,14,1,4%,-9%
CCCOC(c1ccccc1)(c1ccccc1)C(Oc1nc(C)cc(C)n1)C(=O)O (stereo not drawn),9%,4%,3%,4,-18,1%,-12,-3,-8%,3%

# Not all compounds are listed, so the mix of outcomes need not match the whole.
